Thrombin inh = inhibitors of human thrombin; P00734; alpha-thrombin, Boc-VPR-AMC fluorogenic substrate cleavage; inhibition, % at 5 µM; hit rate 0.26% among 220,000;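 active = inhibition at or above 40%; inactive = inhibition below 40%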;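 note: 0% = enzyme with no compound and 100% = wells without enzyme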
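Material: human alpha-thrombin protein; Also added: Boc-VPR-AMC substrate, 15 µM final; Timing: enzyme reaction carried out at room temperature; Signal: fluorescence, ex 355 nm, em 460 nm; Measure: % inhibition of thrombin; Controls: enzyme without compound as high, wells lacking enzyme as low.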
FXIIa inh = blocks human coagulation factor XIIa protease activity; P00748; purified FXIIa, Boc-QGR-AMC fluorogenic substrate, 2 h; inhibition, % at 5 µM; hit rate 0.3% among 220,000; AID 800; in the data active = inhibition above about 40%;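 note: 0% = enzyme with no compound and 100% = blank without enzyme; many of its hits are not listed in these tables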
Target sequence (P00748 20-372 limits assumed): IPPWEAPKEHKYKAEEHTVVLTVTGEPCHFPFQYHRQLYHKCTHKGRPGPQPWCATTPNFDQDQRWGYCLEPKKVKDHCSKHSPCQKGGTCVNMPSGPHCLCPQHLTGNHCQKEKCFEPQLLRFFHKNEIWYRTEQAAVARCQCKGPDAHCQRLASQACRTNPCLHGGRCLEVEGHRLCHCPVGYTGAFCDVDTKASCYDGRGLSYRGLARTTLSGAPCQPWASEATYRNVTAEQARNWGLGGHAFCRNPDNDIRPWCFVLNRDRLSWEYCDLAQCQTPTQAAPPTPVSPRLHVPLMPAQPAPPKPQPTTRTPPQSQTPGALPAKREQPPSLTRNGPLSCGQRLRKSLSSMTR
Target sequence (P00748 373-615 limits assumed): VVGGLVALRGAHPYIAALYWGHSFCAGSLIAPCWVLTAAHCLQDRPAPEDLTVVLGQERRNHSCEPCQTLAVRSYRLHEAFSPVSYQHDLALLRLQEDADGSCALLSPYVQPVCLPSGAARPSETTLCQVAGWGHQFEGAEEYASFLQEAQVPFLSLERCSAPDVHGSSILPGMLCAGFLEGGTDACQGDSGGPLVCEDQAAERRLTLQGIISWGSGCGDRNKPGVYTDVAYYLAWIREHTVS
Cl transport mod = KCC2 (human) Cl- transport modulation; Q9H2X9; KCC2 cells, thallium flux FluoZin-2 fluorescence; B-score of Tl+ flux slope (higher = more flux/activation; lower = inhibition) at 10 µM; hit rate 2.2% among 190,000;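 active = thallium flux slope and its plate-corrected score both differing from the plate sample mean at a set confidence after two filtering rounds, in either direction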;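 note: slope of fluorescence scaled to starting intensity during 10 to 20 s after thallium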
PERK inh = human PERK inhibition, primary cell-based screen; AID 1416; CHO PERK-DD fusion, SEAP luminescence translation reporter; inhibition, % at 5.6 µM; hit rate 0.17% among 220,000;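 active = inhibition above the mean inhibition of all tested compounds plus 3 SD, set separately per screening campaign, cut at about 2.9% in these data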;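 note: PERK kinase domain activated by AP20187 dimerizer at 100 nM; 0% = DMSO with dimerizer and 100% = rapamycin at 8.4 µM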
Calpain2 inh = inhibitors of pig calpain II | purified calpain II, fluorogenic peptide substrate, 30 min | inhibition, % at 16 µM | hit rate 0.37% among 220,000;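 active = inhibition above about 50%, limit read from the data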
FXIa inh = factor XIa (human) inhibition | hit rate 0.14% among 220,000 | P03951 | inhibition, % at 5 µM | AID 798 | purified FXIa, Boc-Glu-Ala-Arg-AMC fluorogenic substrate;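 active = inhibition of at least 40%; inactive = inhibition below 40%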;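 note: fluorescence of freed AMC excited at 355 nm; 0% = enzyme without compound and 100% = no enzyme blank; many of its hits are not listed in these tables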
Furin inh = blocks human furin protease activity; purified furin, fluorogenic substrate cleavage; inhibition, % at 30 µM; hit rate 0.061% among 220,000; AID 463115; in the data active = inhibition above about 25%; note: inactives centre near -15
Rad51 HR inh = Rad51 (human) homologous recombination inhibition; hRad51 DNA strand exchange, fluorescence dequenching; inhibition, % at 10 µM; hit rate 0.085% among 200,000; AID 1385; Q06609;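 active = inhibition above 40% at the single screening dose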;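 note: 0% = DMSO control wells and 100% = blanks with heterologous ssDNA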
Target sequence (Q06609 whole entry, looked up): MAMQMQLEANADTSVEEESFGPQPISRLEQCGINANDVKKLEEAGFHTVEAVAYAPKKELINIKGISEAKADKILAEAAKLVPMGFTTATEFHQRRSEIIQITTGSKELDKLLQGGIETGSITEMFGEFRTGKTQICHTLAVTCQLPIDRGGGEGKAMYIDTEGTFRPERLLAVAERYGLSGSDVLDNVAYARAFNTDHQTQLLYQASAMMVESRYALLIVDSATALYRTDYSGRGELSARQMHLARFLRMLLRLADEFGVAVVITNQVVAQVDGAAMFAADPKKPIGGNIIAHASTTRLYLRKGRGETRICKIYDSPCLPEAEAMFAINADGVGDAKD
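Material: hRad51 filaments on single-stranded DNA; Reagent: Donor/quencher-labelled 47-bp dsDNA substrate; Compound: 10 µM final, single point; Schedule: 37 °C 15-min filament assembly, 30-min compound preincubation, 15-min exchange; Technique: FRET fluorescence, excitation 485 nm, emission 520 nm; Benchmarks: control wells and blank wells on each plate.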
KLK5 inh = inhibitors of human kallikrein 5; recombinant hK5, fluorogenic AMC substrate cleavage; hit rate 0.59% among 210,000; inhibition, % at 5 µM;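 active = inhibition of 40% or more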;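 note: 0% = enzyme controls without compound and 100% = no-enzyme blanks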
* marks the source's active call; other numbers are inactive results; / = no result given; [ ] = another dose, or the depositor's remark. Not all compounds are listed; count on the stated rates, not on these rows.

#	SMILES	Calpain2 inh	KLK5 inh	PERK inh	Thrombin inh	Furin inh	Cl transport mod	Rad51 HR inh	FXIa inh	FXIIa inh
1	Cc1[nH]nc2c1C(C(C)c1ccccc1)C(C#N)=C(N)O2 (centres undefined)	-15.4	1.0	1.1	2.1	-5.3	0.882	19.6	-5.2	8.9
2	CCn1c2c(c3cc(Br)ccc31)CCC/C2=N\O	27.2	5.0	1.1	-3.0	-21.8[20 µM]	0.522	-3.1	-7.0	4.2
3	Clc1ccc(C2=CSC3=Nc4cccc5cccc(c45)N23)cc1	-41.3	-3.6	0.4	2.7	2.0[20 µM]	0.229	0.0	31.5	11.4
4	CCn1c(SCC(=O)N(Cc2ccccc2)C2CCS(=O)(=O)C2)nc2ccccc2c1=O (centres undefined)	26.4	-24.3	-1.1	0.2	-20.6	/	2.0	-13.5	-4.1
5	Cc1ccc(-n2c(C)nc3c(cnn3-c3ccccc3Cl)c2=O)cc1C	4.1	-17.4	-0.3	3.9	-19.7[20 µM]	-1.05	1.1	9.5	11.4
6	CCCCOC(=O)C1[C@H]2C(=O)N(Cc3cccs3)C[C@]23C=C[C@H]1O3 (some centres undefined)	-15.8	20.4	0.3	14.0	-34.6	0.255	-5.0	-8.4	5.7
7	COc1cccc(C2NC(=O)c3sc(=S)n(-c4ccccc4)c3N2)c1 (centres undefined)	2.7	-6.8	-0.1	-3.7	-17.5[20 µM]	-0.128	8.2	-8.9	2.5
8	CCCCN=c1sc(C(=O)OC)cc(=O)n1CCCC	19.4	6.7	1.4	-6.8	-15.5	-0.392	2.8	-16.3	-1.0
9	COC(C[C@@H]1O[C@@H]1[C@@H](O)[C@@H](C)OCc1ccccc1)OC	-4.1	1.3	/	-5.9	-28.3	0.802	-4.1	-1.9	4.4
10	CN1COc2ccc3ccccc3c2C1	-11.1	-17.7	2.1	0.0	-18.6	0.00897	-1.0	0.2	2.5
11	CC(NC(=S)NNS(=O)(=O)c1ccc(C(C)(C)C)cc1)c1ccccc1 (centres undefined)	-5.4	-2.0	-0.4	-8.2	-9.5	-2.31	-6.0	-2.6	4.3
12	COc1ccc(C2C(=O)N(C3CCCCC3)CC(=O)N2CC2COc3ccccc3O2)cc1 (centres undefined)	-11.4	-10.3	-0.2	0.8	-17.4[20 µM]	/	-2.3	-6.7	13.4
13	COc1ccc(OC)c(C(=O)N2CCC(C(=O)c3ccc(F)cc3)CC2)c1	-1.5	-5.9	-0.6	-2.4	-2.0[20 µM]	1.33	-0.9	-0.6	5.6
14	CCC(=O)Nc1ccc(NC(=O)c2ccccc2Cl)nc1	-28.4	-0.7	0.5	-8.1	-19.4	/	-14.1	-4.9	-3.7
15	CC(=O)Nc1cccc(NS(=O)(=O)c2cccc3nsnc23)c1	-7.6	2.6	1.0	-6.2	-17.2	-0.222	/	-7.3	6.5
16	CC(O)CNc1ncnc2nc[nH]c12 (centres undefined)	13.7	6.8	2.0	7.5	-26.8	0.469	-8.0	2.7	9.8
17	CC(C)OC(=O)CSc1nnc(-c2cnccn2)n1-c1ccc(Cl)cc1	-62.7	3.3	-1.5	5.1	-24.0	0.302	-2.4	4.1	12.0
18	COc1ccc2c(c1OC)C(=O)O[C@@H]2[C@H]1c2c(cc3c(c2OC)OCO3)CCN1C	-14.0	0.5	-0.6	/	-8.8	-1.63	-2.8	10.0	15.4
19	CCOc1ccc(C(=O)NC(C)C2COc3ccccc3O2)cc1 (centres undefined)	8.5	4.3	0.8	-3.9	-20.8	0.495	1.7	3.1	7.8
20	Nc1nc(SCC(=O)c2cccs2)n[nH]1	-19.0	1.6	1.1	-0.5	-5.1	0.886	6.1	-0.8	12.9

Next section, overlapping the part above by two compounds.
#	SMILES	Calpain2 inh	KLK5 inh	PERK inh	Thrombin inh	Furin inh	Cl transport mod	Rad51 HR inh	FXIa inh	FXIIa inh
19	CCOc1ccc(C(=O)NC(C)C2COc3ccccc3O2)cc1 (centres undefined)	8.5	4.3	0.8	-3.9	-20.8	0.495	1.7	3.1	7.8
20	Nc1nc(SCC(=O)c2cccs2)n[nH]1	-19.0	1.6	1.1	-0.5	-5.1	0.886	6.1	-0.8	12.9
21	C=CCNC(=O)c1ccccc1NC(=O)c1ccc(Cl)c(S(=O)(=O)Nc2cccc(C)c2C)c1	-44.6	-23.1	-0.2	-5.5	-26.1	-0.273	/	7.3	9.4
22	CC(C)CC(=O)NC(c1ccccc1Cl)c1c(O)ccc2ccccc12 (centres undefined)	7.8	-2.8	0.3	-10.6	-17.6	0	3.1	4.6	12.4
23	Cc1cnc(C(=O)Oc2c(C)ccc(C)c2C)cn1	0.2	5.8	-0.5	-6.3	-25.1	0.0623	9.4	0.9	8.2
24	COc1ccc(OC)c(C2=NOC(C(=O)N3CCN(c4ccccc4)CC3)C2)c1 (centres undefined)	-9.8	-11.3	-0.2	-0.2	-6.5	-0.88	8.1	7.9	15.4
25	CCn1cnc2sc(-c3ccccc3)cc2c1=O	-10.5	1.0	-0.5	-2.8	-13.7	-0.249	-4.2	0.1	10.9
26	COc1ccc(OCc2ccc(C(=O)O)cc2)cc1	-8.1	2.3	1.9	-5.1	-25.4	0.883	-0.6	1.3	8.5
27	C=CCSc1nc2ccccc2n1C(=O)/C=C/c1ccc(OC)c(OC)c1	8.8	10.2	0.1	10.9	-4.2[20 µM]	0.553	6.1	-0.3	4.5
28	COc1ccc(CNC(=O)c2noc3c2CCCC3)cc1	12.7	-1.1	-0.2	-5.0	-16.1	/	-0.6	-4.2	-15.1
29	Cc1onc(-c2c(F)cccc2Cl)c1C(=O)NC(=S)NC1CCSC1=O (centres undefined)	2.6	-17.7	-0.3	-11.3	-12.0	0.285	4.2	-5.0	-3.3
30	C/C(=N\N=C(c1ccccc1)c1ccccc1)c1ccco1	0.2	-2.7	0.5	-13.5	0.8	-2.57	6.2	-6.9	-0.8
31	CC(C)(C)C(=O)COC(=O)CNC(=O)c1ccc(Oc2ccccc2)cc1	18.7	44.0*	0.7	5.2	-18.3[20 µM]	/	5.0	0.6	33.9
32	O=C(C1CC(=O)N(c2ccccc2)C1)N1CCN(C2=NS(=O)(=O)c3ccccc32)CC1 (centres undefined)	-24.5	2.5	0.8	5.0	-22.7[20 µM]	0.115	-1.8	3.7	14.0
33	O=C(/C=C/c1ccccc1)NCc1cccnc1	-22.9	-1.3	0.9	-9.3	-23.2	-0.12	1.2	-1.9	4.8
34	COc1cc2c(cc1OC)C[N+](C)(C)CC2	16.4	6.1	-0.3	0.0	-11.1	0.526	-6.2	5.4	10.4
35	COc1ccccc1-c1csc(NC(=O)c2cc(-c3cccs3)nc3ccccc23)n1	-15.7	-6.8	-0.2	-4.3	-8.8	0.838	-2.7	11.0	17.9
36	CCCCOc1ccc(NC(=S)Nc2cc(C)nc(SCCCC)n2)cc1	8.8	-13.3	1.4	-1.5	-17.4	0.00973	7.0	10.0	15.0
37	CCCCCCCCCCC[C@@H](C[C@@H]1OC(=O)[C@H]1CCCCCC)OC(=O)[C@H](CC(C)C)NC=O	40.0	/	0.0	/	/	0.953	-5.0	/	/
38	CCOC(Cn1c(CCCO)nc2ccccc21)OCC	-3.5	-12.2	0.7	4.2	-25.3[20 µM]	-0.00127	4.9	18.6	30.0
39	CSc1nc(N)nc(-c2cccs2)c1C#N	14.7	2.4	-0.9	0.3	-9.6[20 µM]	-0.0328	0.3	-0.6	11.1
40	C/C(N)=C(/C#N)C(=O)CSc1nc2ccccc2c(=O)n1Cc1ccc(F)cc1	-12.7	-9.4	-2.9	-8.2	-6.5	95.1*	6.1	-7.5	-0.6
41	Cc1ccc(NC(=O)COC(=O)c2cccc3c(=O)c(C)c(-c4ccccc4)oc23)cc1	20.1	-13.9	-0.9	-5.9	-11.9	-2.92	1.5	4.6	7.5
42	Cc1ccc(NC(=S)NC2CCN(Cc3ccccc3)CC2)cc1	6.8	-20.5	0.1	-9.9	-8.2	-2.37	9.9	0.8	6.3
43	O=C(/C=N/O)NCCCN1CCCCCC1	16.8	-13.4	0.4	-9.0	-25.9[20 µM]	0.311	6.2	-12.0	-3.8
44	CCOc1ccccc1N1CCN(C(=O)c2ccc3[nH]c4c(c3c2)CCCC4)CC1	-20.4	1.4	-0.8	-4.1	-16.4	-1.6	-1.7	8.3	10.6
45	NC(=O)N[C@@H](Cc1c[nH]c2ccccc12)C(=O)OCC(=O)N1CCCCC1	14.2	30.1	0.1	-18.6	-3.3	-0.877	-10.3	37.9	39.2
46	Cc1ccc(C)c(NS(=O)(=O)c2cc(C(=O)Nc3cccc(N(C)S(C)(=O)=O)c3)ccc2C)c1	-83.7	-11.0	-0.4	-2.8	-16.8[20 µM]	/	-4.6	2.4	8.5
47	CSc1nnc(-c2ccc(NC(=O)CCc3ccccc3)cc2)n1C	-14.4	-8.4	0.3	-6.5	-0.6[20 µM]	0.45	/	-3.9	4.3
48	COc1ccc(NS(=O)(=O)c2ccc(NS(C)(=O)=O)cc2)cc1	-30.0	-10.3	0.9	-0.6	-13.7	/	5.3	1.6	10.5
49	O=C(c1ccccc1F)N(Cc1nc2ccccc2c(=O)[nH]1)C1CCCC1	11.3	-1.6	-0.6	-9.1	-16.0	/	-3.0	-3.4	8.1
50	O=C1OC2CCC1(c1ccccc1)C2 (centres undefined)	-19.6	-1.9	0.0	2.7	-15.6[20 µM]	0.01	0.1	9.6	17.5
51	Cc1ccc(Nc2cc(C)nc3nc(C)nn23)c(C)c1	-13.6	-3.5	0.9	1.4	-15.2	-0.331	/	3.4	8.4
52	Cc1nnc(NC(=O)CSc2nnnn2Cc2ccccc2)s1	13.3	-16.0	0.9	4.5	-20.8[20 µM]	0.292	/	4.7	5.3
53	Cc1nn(-c2ccccc2)c(N2CCCC2)c1/C=N/n1cnc2scc(-c3ccccc3)c2c1=O	-272.5	4.1	-1.2	-0.9	-18.7	-1.27	-3.7	-7.1	-1.1
54	CCCCN(C)Cc1c(C)[nH]c2ccc(Cl)cc2c1=O	12.0	-3.3	-0.1	-3.5	-28.6	-0.235	-8.2	-1.8	1.9
55	CCN(CC)C(=O)Nc1cnc2ccccc2c1	3.7	6.1	0.2	-3.5	-1.8	0.76	-1.5	-14.7	2.5
